CCHF vOTU inh: CCHFV vOTU protease inhibition. inhibition, % at 11.5 µM. Pep-AMC fluorescence. 370,000 tested, 0.55% active; note: 0% = vehicle wells with enzyme and 100% = no enzyme wells
MazEF act: increases E. coli MazEF RNase cleavage of RNA. P0AE70. FAM/BHQ RNA-DNA oligo cleavage fluorescence, 5 h. activation, % at 20 µM. 350,000 tested, 0.32% active. AID 504720; in the data active = activation above about 50%
Target sequence (P0AE70 whole entry, looked up): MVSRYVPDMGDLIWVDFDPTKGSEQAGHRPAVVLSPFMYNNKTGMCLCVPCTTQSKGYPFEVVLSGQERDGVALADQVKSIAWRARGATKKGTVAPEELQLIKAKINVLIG
Mtb UGM inh: Mtb UDP-galactopyranose mutase inhibition; P9WIQ1; purified UGM, fluorescence polarization probe displacement; inhibition, % at 10 µM; 320,000 tested, 0.06% active; in the data active = inhibition above about 10%, passing the limit was not always enough; inconclusive = no clear call, values can overlap the other calls
FadD28 binding: M. tuberculosis FadD28 bisubstrate binding inhibition; AID 588549; 360,000 tested, 0.22% active; inhibition, % at 12.5 µM; FadD28 bisubstrate probe binding, fluorescence polarization; in the data active = inhibition above about 8.5%, passing the limit was not always enough; inconclusive = no clear call, values can overlap the other calls
BioA inh: blocks M. tuberculosis BioA enzyme activity. purified M. tuberculosis BioA enzyme, plate reader. inhibition, % at 9.99 µM. 360,000 tested, 0.096% active; in the data active = inhibition above about 40%; inconclusive = no clear call, values can overlap the other calls
FBA Mtb inh: Mtb fructose-bisphosphate aldolase inhibition. P9WQA3. purified M. tuberculosis FBA, fluorescence read-out. inhibition, % at 1 µM. 360,000 tested, 2.3% active; in the data active = inhibition above about 27%;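 note: 0% = vehicle and 100% = reference inhibitor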
Target sequence (P9WQA3 whole entry, looked up): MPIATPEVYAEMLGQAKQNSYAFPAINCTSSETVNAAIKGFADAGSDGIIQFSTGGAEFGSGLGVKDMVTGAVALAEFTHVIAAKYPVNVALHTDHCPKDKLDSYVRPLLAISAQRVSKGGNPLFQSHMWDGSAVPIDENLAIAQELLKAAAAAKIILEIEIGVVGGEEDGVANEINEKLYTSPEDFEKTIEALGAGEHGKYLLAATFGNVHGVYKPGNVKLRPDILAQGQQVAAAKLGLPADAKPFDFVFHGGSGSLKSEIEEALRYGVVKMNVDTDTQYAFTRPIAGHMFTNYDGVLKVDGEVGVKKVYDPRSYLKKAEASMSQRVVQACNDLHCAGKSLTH
Rv3671c protease: Rv3671c (M. tuberculosis) protease inhibition. P9WHR9. inhibition, % at 5.96 µM. 320,000 tested, 0.048% active. AID 2606; in the data active = inhibition above about 38%;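 note: extracellular domain of Rv3671c used as enzyme; 0% = enzyme with DMSO and 100% = no enzyme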
Target sequence (P9WHR9 whole entry, looked up, the tested form may be a part): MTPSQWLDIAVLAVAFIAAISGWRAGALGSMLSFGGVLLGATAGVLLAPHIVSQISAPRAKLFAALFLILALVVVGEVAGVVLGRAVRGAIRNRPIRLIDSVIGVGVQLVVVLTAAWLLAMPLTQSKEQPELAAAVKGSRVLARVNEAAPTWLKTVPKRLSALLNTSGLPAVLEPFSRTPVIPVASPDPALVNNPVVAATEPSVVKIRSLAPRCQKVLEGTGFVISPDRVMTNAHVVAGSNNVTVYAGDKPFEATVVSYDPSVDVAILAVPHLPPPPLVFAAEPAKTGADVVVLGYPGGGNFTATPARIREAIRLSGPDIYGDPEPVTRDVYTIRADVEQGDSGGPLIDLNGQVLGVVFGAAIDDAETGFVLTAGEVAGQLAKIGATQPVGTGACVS
GDH-TPI counter: inhibits GDH-TPI coupling enzymes, artifact for Mtb FBA screen. GDH-TPI coupled enzyme counterscreen, NADH absorbance. 360,000 tested, 1.2% active. inhibition, % at 4.8 µM;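 note: 0% = DMSO wells and 100% = wells lacking the enzyme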
BoNT F protease: blocks Botulinum neurotoxin F light chain protease; Multiplex microsphere protease cleavage assay, flow cytometry; inhibition, % at 10 µM; 360,000 tested, 0.22% active; in the data active = inhibition above about 35%, passing the limit was not always enough; inconclusive = no clear call, values can overlap the other calls; note: plate controls were buffer without enzyme for full effect and enzyme alone for no effect
VHR inh abs: inhibitors of human VHR1 phosphatase (DUSP3). P51452. recombinant VHR phosphatase, pNPP absorbance. inhibition, % at 13.3 µM. 290,000 tested, 0.52% active; in the data active = inhibition above about 50%; note: some compounds called inactive have numbers as strong as hits
Target sequence (P51452 whole entry, looked up): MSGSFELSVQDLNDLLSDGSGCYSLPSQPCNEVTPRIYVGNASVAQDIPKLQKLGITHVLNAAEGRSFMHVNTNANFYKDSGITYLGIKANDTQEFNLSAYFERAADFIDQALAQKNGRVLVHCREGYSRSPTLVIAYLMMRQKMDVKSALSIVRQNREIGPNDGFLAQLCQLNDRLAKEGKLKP
The depositor's hits bear a star; & = joins results of further samples. Cut-off read from the data, not from the text of the source, unless noted: active = inhibition above about 30%; inactive = the rest.

What do the screens show for `CCCCn1c(N)c(N(CCOC)C(=O)C2CC(=O)N(c3cccc(SC)c3)C2)c(=O)[nH]c1=O` (stereo not drawn)?
CCHF vOTU inh: 1.4; MazEF act: -5.0; Mtb UGM inh: 2.4; FadD28 binding: -0.2; FBA Mtb inh: 1.5; Rv3671c protease: 4.1; GDH-TPI counter: 4.9; BoNT F protease: 5.2

Results for C[C@H](CO)N1C[C@H](C)[C@@H](CN(C)S(=O)(=O)c2cccs2)Oc2c(NC(=O)Nc3ccccc3)cccc2C1=O ?
CCHF vOTU inh: 0.1; MazEF act: -2.2; Mtb UGM inh: 4.1; FadD28 binding: -1.6; BioA inh: 0.2&-2.4; FBA Mtb inh: 0.0; Rv3671c protease: 2.8; GDH-TPI counter: 5.2; BoNT F protease: -5.7

What do the screens show for `Cc1cccc(-n2nnnc2SCC(=O)N(CC(C)C)c2c(N)n(CC(C)C)c(=O)[nH]c2=O)c1`?
CCHF vOTU inh: 2.8&-3.6; MazEF act: -105.3; Mtb UGM inh: 2.3; FadD28 binding: -0.4; FBA Mtb inh: 1.8; Rv3671c protease: 0.4; GDH-TPI counter: -4.9; BoNT F protease: 5.3; VHR inh abs: 29.7

How did COc1ccc(-n2c(SCC(=O)Nc3cc(C)on3)nc3ccccc3c2=O)cc1Cl do in these assays?
CCHF vOTU inh: -6.4; MazEF act: 0.2; Mtb UGM inh: 2.3; FadD28 binding: -1.3; FBA Mtb inh: -1.8; Rv3671c protease: 0.6; GDH-TPI counter: 5.7; BoNT F protease: -4.5; VHR inh abs: 6.9

What do the screens show for `Cc1ccc(CSc2nn3c(=O)c(C)nnc3s2)cc1`?
CCHF vOTU inh: 17.6; MazEF act: 1.2; Mtb UGM inh: 0.3; FadD28 binding: -3.3; BioA inh: 6.7; FBA Mtb inh: 0.0; Rv3671c protease: -5.4; GDH-TPI counter: 13.6; BoNT F protease: -2.6; VHR inh abs: 27.7

How did O=S(=O)(NN1CCOCC1)c1ccc(Br)s1 do in these assays?
CCHF vOTU inh: -0.1; MazEF act: 3.6; Mtb UGM inh: 2.3; FadD28 binding: 0.5; BioA inh: 5.8; FBA Mtb inh: -1.3; Rv3671c protease: -0.6; GDH-TPI counter: 2.1; BoNT F protease: 1.3; VHR inh abs: 1.2

How did COc1ccc(Oc2ccc(N/C=C3/CCCC3=O)cc2)cc1 do in these assays?
CCHF vOTU inh: -12.6; MazEF act: -3.1; FadD28 binding: -3.8; BioA inh: -0.3; FBA Mtb inh: -2.4; Rv3671c protease: 0.7; GDH-TPI counter: 25.2; BoNT F protease: -8.1; VHR inh abs: -4.4

How did NC(=O)NC(CC(=O)NCCc1ccccn1)c1ccccc1Cl (stereo not drawn) do in these assays?
CCHF vOTU inh: 12.6; MazEF act: -0.6; Mtb UGM inh: -2.5; FadD28 binding: -2.0; BioA inh: -0.5; FBA Mtb inh: -1.2; Rv3671c protease: 6.4; GDH-TPI counter: -1.5; BoNT F protease: 3.0; VHR inh abs: 53.3*

What do the screens show for `O=C(COC(=O)c1nc(Cl)ccc1Cl)c1ccc(Cl)s1`?
CCHF vOTU inh: 3.2; MazEF act: 4.3; Mtb UGM inh: 2.4; FadD28 binding: -1.6; FBA Mtb inh: -2.6; Rv3671c protease: -4.7; GDH-TPI counter: 6.5; BoNT F protease: -0.3; VHR inh abs: 32.8

What do the screens show for `COc1ccc(C(C(=O)NC2CCCC2)N(Cc2cccnc2)C(=O)Cc2cccs2)c(OC)c1` (stereo not drawn)?
CCHF vOTU inh: 10.0; MazEF act: 10.6; Mtb UGM inh: -4.7; FadD28 binding: 1.3; BioA inh: 0.1; FBA Mtb inh: 2.6; Rv3671c protease: 2.4; GDH-TPI counter: -3.7; BoNT F protease: -24.1; VHR inh abs: 2.2

What do the screens show for `Cc1c(OCC(=O)NCCCN2CCOCC2)ccc2c3c(c(=O)oc12)CCC3`?
CCHF vOTU inh: 0.0; MazEF act: -20.9; Mtb UGM inh: -0.6; FadD28 binding: -3.8; BioA inh: 13.1; FBA Mtb inh: 14.7; Rv3671c protease: 2.8; GDH-TPI counter: -2.7; BoNT F protease: 1.9; VHR inh abs: 1.1

Results for Cc1no[n+]([O-])c1COc1ccc(/C=C(\C#N)C(N)=O)cc1 ?
CCHF vOTU inh: -10.4; MazEF act: 2.9; Mtb UGM inh: 0.3; FadD28 binding: -0.4; FBA Mtb inh: -5.2; Rv3671c protease: -7.1; GDH-TPI counter: 17.6; BoNT F protease: -3.0; VHR inh abs: -5.3

How did N=C1/C(=C\c2ccc(OC(=O)c3ccccc3Cl)cc2)C(=O)N=C2SC(N3CCOCC3)=NN12 do in these assays?
CCHF vOTU inh: 13.8; MazEF act: 2.9; Mtb UGM inh: 0.2; FadD28 binding: -0.3; BioA inh: -0.5; FBA Mtb inh: 0.0; Rv3671c protease: 6.4; GDH-TPI counter: 7.0; BoNT F protease: 0.5; VHR inh abs: 9.7

How did COc1cc(OC)c(OC)cc1/C=N/n1c(-c2n[nH]c3c2CCC3)n[nH]c1=S do in these assays?
CCHF vOTU inh: -12.7; MazEF act: 7.1; Mtb UGM inh: 3.1; FadD28 binding: -2.0; BioA inh: -1.2; FBA Mtb inh: 8.3; Rv3671c protease: -7.4; GDH-TPI counter: 15.3; BoNT F protease: 22.8; VHR inh abs: 7.7

How did COc1ccc(C2C(C(C)=O)=C(O)C(=O)N2c2ccc(O)cc2)cc1 (stereo not drawn) do in these assays?
CCHF vOTU inh: -8.4; MazEF act: -0.1; Mtb UGM inh: -1.9; FadD28 binding: -0.8; BioA inh: -0.9; FBA Mtb inh: -2.5; Rv3671c protease: -6.9; GDH-TPI counter: 11.2; BoNT F protease: inconclusive; VHR inh abs: 33.6

How did COc1cccc(CN(Cc2ccco2)S(=O)(=O)c2ccc(S(=O)(=O)NCc3ccccc3)cc2)c1OC do in these assays?
CCHF vOTU inh: 2.0; MazEF act: 0.6; Mtb UGM inh: -6.2; FadD28 binding: -1.5; BioA inh: -1.8; FBA Mtb inh: 2.1; Rv3671c protease: -47.0; GDH-TPI counter: 4.0; BoNT F protease: -12.8; VHR inh abs: -13.2

Results for O=C(C[C@H]1C/C=C\C[C@@H](Cc2ccc(F)cc2)C(=O)O[C@@H](c2ccccc2)CNC1=O)NCCO ?
CCHF vOTU inh: 0.0; MazEF act: 4.1; Mtb UGM inh: -3.3; FadD28 binding: -10.1; BioA inh: -1.4; FBA Mtb inh: -0.7; Rv3671c protease: 7.3; GDH-TPI counter: 0.8; BoNT F protease: -0.8

How did COc1ccc(Cc2nc(-c3cccc(C)c3)no2)cc1 do in these assays?
CCHF vOTU inh: 9.5; MazEF act: -2.0; Mtb UGM inh: -1.8; FadD28 binding: -0.9; BioA inh: 0.0; FBA Mtb inh: 1.7; Rv3671c protease: -4.7; GDH-TPI counter: -5.2; BoNT F protease: -23.9; VHR inh abs: 16.1

What do the screens show for `Cc1ccc(CNC(=O)c2ccc[nH]2)cc1`?
CCHF vOTU inh: 4.0; MazEF act: -3.7; Mtb UGM inh: 0.6; FadD28 binding: -2.6; FBA Mtb inh: -5.7; Rv3671c protease: -3.7; GDH-TPI counter: -6.3; BoNT F protease: -4.9; VHR inh abs: 6.9

Results for O=S(=O)(c1cccs1)N1CN(Cc2ccco2)c2nc3ccccc3nc21 ?
CCHF vOTU inh: -5.2; MazEF act: 1.6; Mtb UGM inh: -0.4; FadD28 binding: -3.9; BioA inh: 0.4; FBA Mtb inh: 20.7; Rv3671c protease: 20.7; GDH-TPI counter: 13.6; BoNT F protease: 0.9; VHR inh abs: -10.7

What do the screens show for `CN(C)c1ccc(S(=O)(=O)N2CCCCC2)cc1NC(=O)C1CSC2(C)CCC(=O)N12` (stereo not drawn)?
CCHF vOTU inh: 5.2; MazEF act: 4.8; Mtb UGM inh: 0.4; FadD28 binding: -0.3; BioA inh: 0.4; FBA Mtb inh: 0.8; Rv3671c protease: 6.3; GDH-TPI counter: 0.6

Results for Fc1ccccc1NC(=S)NNc1ncc(C(F)(F)F)cc1Cl ?
CCHF vOTU inh: 14.1; MazEF act: -6.1; Mtb UGM inh: 1.4; FadD28 binding: -2.4; BioA inh: 2.8; FBA Mtb inh: -2.4; Rv3671c protease: 12.3; GDH-TPI counter: 3.0; BoNT F protease: -16.4; VHR inh abs: -4.6

What do the screens show for `Cc1cccc(OP(=O)(Oc2ccccc2)OC(c2ccccc2)C(F)(F)F)c1` (stereo not drawn)?
CCHF vOTU inh: 4.5; MazEF act: -5.9; Mtb UGM inh: -1.1; FadD28 binding: -1.7; FBA Mtb inh: -2.3; Rv3671c protease: 6.8; GDH-TPI counter: -0.8; BoNT F protease: -6.1; VHR inh abs: 5.8

What do the screens show for `Cc1[nH]c2ccccc2c1C(=O)COC(=O)CCS(=O)(=O)c1ccccc1Cl`?
CCHF vOTU inh: 7.2; MazEF act: 0.0; Mtb UGM inh: -1.2; FadD28 binding: -4.6; FBA Mtb inh: -0.5; Rv3671c protease: -5.7; GDH-TPI counter: 3.0; BoNT F protease: 1.3; VHR inh abs: -3.6

Results for COc1ccc(NC(=O)Nc2nnc(N3CCC(C)CC3)s2)cc1OC ?
CCHF vOTU inh: -1.7; MazEF act: 6.0; Mtb UGM inh: -0.6; FadD28 binding: -1.9; BioA inh: -2.1; FBA Mtb inh: 0.2; Rv3671c protease: 5.9; GDH-TPI counter: 3.8; BoNT F protease: 0.7; VHR inh abs: -3.6

Results for COc1cccc(N2CCN(C(=O)c3cc4c(s3)CCCCC4)CC2)c1 ?
CCHF vOTU inh: 14.8; MazEF act: -0.8; Mtb UGM inh: 5.2; FadD28 binding: -3.8; BioA inh: 0.1; FBA Mtb inh: -0.4; Rv3671c protease: 6.3; GDH-TPI counter: -6.7; BoNT F protease: 10.1

What do the screens show for `Cc1ccc2cc(CN(CCO)Cc3nnnn3Cc3ccc(F)cc3)c(=O)[nH]c2c1`?
CCHF vOTU inh: 10.6; MazEF act: -0.9; Mtb UGM inh: -0.1; FadD28 binding: -0.2; BioA inh: 0.4; FBA Mtb inh: 12.7; Rv3671c protease: 7.6; GDH-TPI counter: 5.0; BoNT F protease: -0.2; VHR inh abs: 12.1

What do the screens show for `O=C(/C(=C/O)N=Nc1ccccc1)c1ccc(Cl)cc1`?
CCHF vOTU inh: 2.2; MazEF act: -6.3; Mtb UGM inh: 2.4; FadD28 binding: 1.0; FBA Mtb inh: 6.2; Rv3671c protease: -0.6; GDH-TPI counter: 13.4; BoNT F protease: 5.3; VHR inh abs: 4.7

Results for Cc1ccc(OCc2cc(C(=O)N(C)Cc3cnn(C)c3)no2)cc1C ?
CCHF vOTU inh: 0.4; MazEF act: -2.0; FadD28 binding: -1.3; BioA inh: 0.6; FBA Mtb inh: -3.1; GDH-TPI counter: 0.0; BoNT F protease: -6.7

How did CC(C)COc1cccc(C(=O)N(CC(=O)Nc2ccccc2C(F)(F)F)Cc2ccco2)c1 do in these assays?
CCHF vOTU inh: 27.1; MazEF act: -0.6; Mtb UGM inh: 4.3; FadD28 binding: -0.6; BioA inh: -2.5; FBA Mtb inh: -1.0; Rv3671c protease: 1.5; GDH-TPI counter: 1.0; BoNT F protease: -15.0

What do the screens show for `CN(C)c1nc(NS(=O)(=O)c2ccc(Cl)cc2)nc(N(C)C)n1`?
CCHF vOTU inh: 20.0; MazEF act: 4.4; Mtb UGM inh: 0.0; FadD28 binding: -2.4; BioA inh: -0.5; FBA Mtb inh: -4.8; Rv3671c protease: 1.8; GDH-TPI counter: -3.9; BoNT F protease: -2.9; VHR inh abs: 4.4

Results for CCOC(=O)c1ccc(NC(=O)c2sc3nc(N4CCOCC4)c4c(c3c2N)CCCC4)cc1 ?
CCHF vOTU inh: -9.6; MazEF act: -7.8; Mtb UGM inh: 2.4; FadD28 binding: -2.4; BioA inh: 0.0; FBA Mtb inh: 8.7; Rv3671c protease: 4.6; GDH-TPI counter: 14.2; BoNT F protease: 0.7; VHR inh abs: 18.2
